Source: PubChem (National Center for Advancing Translational Sciences (NCATS))
BAZ2B block = blocks human BAZ2B; 360,000 tested, 4.4% active; Q9UIF8; AlphaScreen BAZ2B-H3K14Ac peptide displacement; Potency, µM (series often up to 114 µM), for inactives: at the highest dose activity change, negative = inhibition, actives largely listed as inhibitors; further: potency means the concentration at half of the fitted maximal effect; on the % scale 0 is the no-effect control and ±100 the full control effect; nearly all actives have a fitted effect of over 60% in size
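AlphaScreen displacement: compounds (up to 110uM) incubated 30 min at room temperature with a preformed 50 nM BAZ2B/50 nM biotinylated H3K14Ac peptide complex in PBS pH 7.4 with Tween-20. Donor and acceptor beads at 10 ug/mL final added, 20 min light-protected before reading.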
PGK inhibitor = blocks T. brucei phosphoglycerate kinase. P07378. PGK/GAPDH coupled, Kinase-Glo luminescence, 60 min. Potency, µM (top dose mostly 57.5 µM), without a hit: at the highest dose activity change, negative = inhibition, hits mostly inhibitors. 380,000 tested, 0.043% active. AID 602233; further: potency means the concentration at half of the fitted maximal effect; on the % scale 0 is the no-effect control and ±100 the full control effect; nearly all actives have a fitted effect of over 60% in size
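Recombinant glycosomal PGK reaction used 1,3-bisphosphoglycerate generated in-well by GAPDH (100nM final) in 100mM TEA pH 7.6, 5mM MgCl2, 0.01% Tween-20. After 60 minutes at room temperature, ATP was read by Kinase-Glo Plus luminescence end-point.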
JMJD2A Tudor = blocks the human JMJD2A Tudor domain; 390,000 tested, 4.4% active; Potency, µM (titrated, usually from 114 µM), for the others: top-dose activity change, negative = inhibition, actives largely listed as inhibitors; O75164; AlphaScreen JMJD2A-Tudor / H3K4me3 peptide binding; further: potency means the concentration at half of the fitted maximal effect; on the % scale 0 is the no-effect control and ±100 the full control effect; nearly all actives have a fitted effect of over 50% in size
Pin1 inhibitor = blocks the human prolyl isomerase Pin1; Q13526; Pin1 FP peptide displacement, HiFluor488, 10 min; Potency, µM (titrated, usually from 115 µM), for inactives: at the highest dose activity, negative = inhibition, actives largely listed as inhibitors; 390,000 tested, 0.009% active; active means well fitted inhibition curve with a large enough effect in the polarisation, with a control signal flat, not every such curve was filed as active; inconclusive means small, poorly fitted or top-dose-only effect, or effect the other way, or a change in a side signal; inactive means no such curve, though single readings can be large or run the other way; the % refers to the polarisation; further: potency means the concentration at half of the fitted maximal effect; on the % scale 0 is the no-effect control and ±100 the full control effect
GLS inh = blocks human kidney-isoform glutaminase activity; Potency, µM (series often up to 45.5 µM), for the others: at the top dose activity change, negative = inhibition, most hits filed as inhibitors; 410,000 tested, 0.21% active; GLS enzymatic activity, qHTS titration; further: potency means the concentration at half of the fitted maximal effect; on the % scale 0 is the no-effect control and ±100 the full control effect
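Coupled fluorescence readout: glutamate oxidase/HRP/Amplex Red detect glutamate formed by hKGA from L-glutamine (1 mM solution added). Buffer 45 mM KH2PO4 pH 8.2, 0.02% Tween-20; reads at t0 and 30 min RT.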
Pol eta inh = DNA polymerase eta (human) inhibition | 390,000 tested, 1.2% active | AID 588591 | Potency, µM (series often up to 114 µM), without a hit: at the top dose activity change, negative = inhibition, hits mostly inhibitors | recombinant Pol eta, fluorescent DNA replication assay | Q9Y253; further: potency means the concentration at half of the fitted maximal effect; on the % scale 0 is the no-effect control and ±100 the full control effect
Target sequence (Q9Y253 whole entry, looked up): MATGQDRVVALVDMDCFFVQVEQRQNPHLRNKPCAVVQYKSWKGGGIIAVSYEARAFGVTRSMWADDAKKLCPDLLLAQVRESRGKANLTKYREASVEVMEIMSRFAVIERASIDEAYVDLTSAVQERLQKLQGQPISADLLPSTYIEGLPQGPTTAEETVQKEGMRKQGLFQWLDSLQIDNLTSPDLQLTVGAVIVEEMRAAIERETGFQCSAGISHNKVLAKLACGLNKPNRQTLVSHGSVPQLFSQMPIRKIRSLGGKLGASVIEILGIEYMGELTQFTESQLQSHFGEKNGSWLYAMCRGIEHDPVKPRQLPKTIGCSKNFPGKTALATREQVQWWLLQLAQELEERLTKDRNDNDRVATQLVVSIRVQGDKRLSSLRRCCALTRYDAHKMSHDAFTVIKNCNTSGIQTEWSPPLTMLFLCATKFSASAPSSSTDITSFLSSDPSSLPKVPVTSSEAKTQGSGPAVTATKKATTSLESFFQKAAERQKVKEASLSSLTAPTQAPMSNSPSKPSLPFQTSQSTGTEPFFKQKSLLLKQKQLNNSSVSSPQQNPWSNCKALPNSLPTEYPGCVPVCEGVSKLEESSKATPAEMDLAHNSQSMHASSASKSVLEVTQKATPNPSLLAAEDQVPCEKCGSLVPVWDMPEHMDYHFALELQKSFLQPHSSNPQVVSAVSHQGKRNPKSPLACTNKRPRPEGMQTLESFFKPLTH
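Pol eta (10 nM) was preincubated with compounds for 15 min at room temperature, after which fluorescent replication substrate (50 nM final) was added to start the reaction. Fluorescence was read kinetically at 0 and 10 min.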
HP1b chromo inh = blocks HP1-beta chromodomain binding to methylated histone tails; P83916; AlphaScreen HP1-beta / biotin-H3K9me3 peptide binding; Potency, µM (highest dose often 114 µM), without a hit: at the top dose activity change, negative = inhibition, usual class: inhibitors; 390,000 tested, 0.56% active; further: potency means the concentration at half of the fitted maximal effect; nearly all actives have a fitted effect of over 70% in size; inactives centre near 23
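HP1-beta protein (50 nM final) preincubated 30 min at room temperature with biotinylated H3(1-18)K9me3 peptide (50 nM) in PBS pH 7.4, 0.01% Tween-20, then compound added for 30 min. AlphaScreen streptavidin donor/nickel chelate acceptor beads (10 ug/mL final), 30 min dark, luminescence read.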
G9a block = G9a (human) methyltransferase inhibition; AID 504332; G9a H3K9 monomethylation, AlphaScreen, 2 h; 350,000 tested, 8.8% active; Potency, µM (doses to about 102 µM), for the others: top-dose activity, negative = inhibition, usual class: inhibitors; further: potency means the concentration at half of the fitted maximal effect; on the % scale 0 is the no-effect control and ±100 the full control effect; nearly all actives have a fitted effect of over 75% in size
Target sequence (Q96KQ7 913-1193 limits assumed): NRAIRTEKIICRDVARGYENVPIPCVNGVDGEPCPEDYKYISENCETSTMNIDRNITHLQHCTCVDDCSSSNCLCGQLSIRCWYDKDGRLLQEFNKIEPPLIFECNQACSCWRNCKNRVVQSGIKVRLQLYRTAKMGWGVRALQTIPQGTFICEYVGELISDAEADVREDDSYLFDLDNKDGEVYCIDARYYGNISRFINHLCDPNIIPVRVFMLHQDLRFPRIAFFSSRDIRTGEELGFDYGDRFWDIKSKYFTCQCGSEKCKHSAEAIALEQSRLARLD
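Compounds were preincubated with 20 nM G9a for 15 min, after which biotinylated H3K9 peptide (500 nM) and SAM (20 uM) started a 2 h room-temperature reaction. Monomethylated product was quantified by antibody-based AlphaScreen chemiluminescence.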
PI4K2A block = inhibitors of human PI4K2A. Q9BTU6. purified PI4K2A, ADP-Glo luminescence, 1 h; stronger effect = lower value. activity change, negative = inhibition, % at 76.9 µM. 420,000 tested, 0.13% active; in the data active means activity change below about -50%; inconclusive means mostly about -30% to -49%;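 further: -100% = wells without enzyme as full effect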
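In this quantitative HTS, ADP production by PI4K2A was quantified luminescently after 1 h at ambient temperature; 100 microM adenosine served as plate-quality control.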
An asterisk follows results filed as active; [ ] = dose if it differs, or a comment. Unless noted, the call rests on the fitted dose curve; in most records, active means well fitted curve in the direction sought with a large enough effect; inconclusive means small, poorly fitted or top-dose-only effect, or another doubt; inactive means no such curve, though single readings can be large; an effect the other way counts as inactive or inconclusive.

Screening CC(=O)N1C[C@H]2CON(C)[C@H]2C[C@H]1c1cccc(-c2cc(Cl)cc(Cl)c2)c1 returned PGK inhibitor -2%, GLS inh 0%, Pol eta inh -4% and PI4K2A block -3.
Screening COc1ccc(Br)c(C(=O)N(C)CC(=O)Nc2ccc(N3CCOCC3)cc2)c1 returned BAZ2B block 1%, PGK inhibitor -10%, JMJD2A Tudor -16%, Pin1 inhibitor -2%, GLS inh 29%, Pol eta inh -16%, HP1b chromo inh 4%, G9a block 20µM* and PI4K2A block -7.
`O=C(C1CCCN(C2CC(=O)N(c3ccc(F)cc3)C2=O)C1)N1CCCC1` (centres undefined) gave BAZ2B block -9%, PGK inhibitor 3%, JMJD2A Tudor 32µM*, Pin1 inhibitor 3%, GLS inh 0%, Pol eta inh -25%, HP1b chromo inh 28%, G9a block 45µM* and PI4K2A block 2.
For Cc1ccc(NCC(=O)N=Nc2c(O)[nH]c3ccc([N+](=O)[O-])cc23)cc1 the results were BAZ2B block -15%, PGK inhibitor -2%, JMJD2A Tudor -25%, Pin1 inhibitor inconclusive, GLS inh 5%, Pol eta inh inconclusive, HP1b chromo inh 41% and PI4K2A block -4.
Screening CC(=O)Nc1cc2c(cc1[N+](=O)[O-])OCCO2 returned BAZ2B block 3%, PGK inhibitor 0%, JMJD2A Tudor -7%[57.1 µM], Pin1 inhibitor -1%, GLS inh -15%, Pol eta inh -8%, HP1b chromo inh 27%, G9a block 8% and PI4K2A block 2.
`CCC(CO)[n+]1c(C)cc(/C=C2\Sc3ccccc3N2Cc2ccccc2)cc1C` (centres undefined) gave BAZ2B block 4%, PGK inhibitor -1%, JMJD2A Tudor -3%, Pin1 inhibitor inconclusive, GLS inh 5%, Pol eta inh inconclusive, HP1b chromo inh 23%, G9a block inconclusive and PI4K2A block 2.
`CC1(C)N(OCc2ccccc2)C(=O)C(=O)N(OCc2ccccc2)C1(C)C` gave BAZ2B block 7%, PGK inhibitor inactive, JMJD2A Tudor -9%, Pin1 inhibitor 0%, GLS inh 12%, Pol eta inh -1%, HP1b chromo inh 12%, G9a block 29%[12.7 µM] and PI4K2A block 6.
For CCN1CCN(CCCNC(=O)C2CCN(c3nnc(-n4c(C)ccc4C)s3)CC2)CC1 the results were BAZ2B block -37%, PGK inhibitor -5%, JMJD2A Tudor -26%, Pin1 inhibitor 4%, GLS inh 4%, Pol eta inh -24%, HP1b chromo inh 19%, G9a block 3% and PI4K2A block -1.
`Cc1cc(N2CCN(C)CC2)nc2ccc(NC(=S)NC3CC3)cc12` gave BAZ2B block -21%, PGK inhibitor 0%, JMJD2A Tudor -29%, Pin1 inhibitor 5%, GLS inh 21%, Pol eta inh -20%, HP1b chromo inh 6%[57 µM], G9a block inconclusive and PI4K2A block 7.
CN(CCOc1ccccc1)S(=O)(=O)c1ccccc1C#N was read as BAZ2B block 5%, PGK inhibitor -2%, JMJD2A Tudor 9%, Pin1 inhibitor -4%, GLS inh 12%, Pol eta inh -1%, HP1b chromo inh 59%[activator], G9a block inconclusive and PI4K2A block -4.
`COc1ccc(OC)c(Nc2cc(C)nc3ccccc23)c1` gave BAZ2B block -6%, PGK inhibitor -8%, JMJD2A Tudor -25%, Pin1 inhibitor -10%, GLS inh 4%, Pol eta inh -14%, HP1b chromo inh 15%, G9a block inconclusive and PI4K2A block 0.
CCCn1c(=O)c(C(=O)Nc2cccc(C)n2)c(O)c2ccccc21 was read as BAZ2B block inconclusive, PGK inhibitor -7%, JMJD2A Tudor -7%, Pin1 inhibitor -12%, GLS inh 10%, Pol eta inh 0%, HP1b chromo inh 26% and PI4K2A block -3.
`CCCN1CCN(CCCNC(=O)Cn2nc(C)n3c(cc4c(OC)cccc43)c2=O)CC1` gave BAZ2B block -3%, PGK inhibitor -9%, JMJD2A Tudor -5%, Pin1 inhibitor 2%, GLS inh 0%, Pol eta inh -18%, HP1b chromo inh 38%, G9a block -2%[59 µM] and PI4K2A block 2.
For CS(=O)(=O)c1ccc2nc(NC(NC(=O)c3ccco3)(C(F)(F)F)C(F)(F)F)sc2c1 the results were BAZ2B block -4%, PGK inhibitor 6%, JMJD2A Tudor -4%, Pin1 inhibitor -13%, GLS inh -2%, Pol eta inh -6%, HP1b chromo inh 19%, G9a block -34%[12.7 µM] and PI4K2A block -6.
For COc1cccc(-c2nnc(SCC(=O)N3CCCCC3)o2)c1 the results were BAZ2B block -1%, PGK inhibitor -8%, JMJD2A Tudor -9%, Pin1 inhibitor -1%, GLS inh 2%, Pol eta inh -16%, HP1b chromo inh 15%, G9a block 16µM* and PI4K2A block -13.
Screening Cc1ccccc1CNCCSc1nnnn1-c1ccccc1 returned BAZ2B block 0%, PGK inhibitor -12%, JMJD2A Tudor -13%, Pin1 inhibitor -1%, GLS inh 1%, Pol eta inh -7%, HP1b chromo inh 40%[activator], G9a block 5%[59 µM] and PI4K2A block 7.
`Cc1cc(=O)oc(C)c1C(=O)Nc1c(C)n(C)n(-c2ccccc2)c1=O` gave BAZ2B block -4%[57.1 µM], PGK inhibitor -8%, JMJD2A Tudor -6%, Pin1 inhibitor 1%, GLS inh 19%, Pol eta inh -1%, HP1b chromo inh 30%, G9a block 1% and PI4K2A block -5.
For CCCC(=O)Oc1ccc(N(C(=O)CCC)S(=O)(=O)c2cccs2)cc1 the results were BAZ2B block -21%, PGK inhibitor -1%, JMJD2A Tudor -2%, Pin1 inhibitor 1%, GLS inh 9%, Pol eta inh -12%, HP1b chromo inh 20%, G9a block inconclusive and PI4K2A block -1.
`COC(=O)c1cc(NC(=O)c2cnc(SC)nc2-c2ccccc2)cc(C(=O)OC)c1` gave BAZ2B block 2%, PGK inhibitor -2%, JMJD2A Tudor -4%, Pin1 inhibitor 16%, GLS inh 6%, Pol eta inh -9%, HP1b chromo inh 36%, G9a block -6%[59 µM] and PI4K2A block 5.
Screening Cc1ccc(S(=O)(=O)N2CCN(C(=O)CSc3cc(C)ccc3C)CC2)c(C)c1 returned BAZ2B block 0%, PGK inhibitor 2%, JMJD2A Tudor -6%, Pin1 inhibitor 2%, GLS inh 3%, Pol eta inh -12%, HP1b chromo inh 11%, G9a block 40% and PI4K2A block -2.

Reprinted at random: three compounds from above, in no set order.
`Cc1cc(=O)oc(C)c1C(=O)Nc1c(C)n(C)n(-c2ccccc2)c1=O` gave BAZ2B block -4%[57.1 µM], PGK inhibitor -8%, JMJD2A Tudor -6%, Pin1 inhibitor 1%, GLS inh 19%, Pol eta inh -1%, HP1b chromo inh 30%, G9a block 1% and PI4K2A block -5.
For CCCC(=O)Oc1ccc(N(C(=O)CCC)S(=O)(=O)c2cccs2)cc1 the results were BAZ2B block -21%, PGK inhibitor -1%, JMJD2A Tudor -2%, Pin1 inhibitor 1%, GLS inh 9%, Pol eta inh -12%, HP1b chromo inh 20%, G9a block inconclusive and PI4K2A block -1.
For CS(=O)(=O)c1ccc2nc(NC(NC(=O)c3ccco3)(C(F)(F)F)C(F)(F)F)sc2c1 the results were BAZ2B block -4%, PGK inhibitor 6%, JMJD2A Tudor -4%, Pin1 inhibitor -13%, GLS inh -2%, Pol eta inh -6%, HP1b chromo inh 19%, G9a block -34%[12.7 µM] and PI4K2A block -6.

Other compounds
`CC(=O)NC(C)c1nc2ccccc2n1CC(=O)N1C(C)CCCC1C` (centres undefined) gave BAZ2B block -2%, PGK inhibitor -4%, JMJD2A Tudor -9%, Pin1 inhibitor 1%, GLS inh -14%, Pol eta inh 4%, HP1b chromo inh 28%, G9a block -27% and PI4K2A block -3.
Screening COc1ccc(/C=N/NC(=O)c2ccc(CSc3nncn3C)cc2)cc1OC returned BAZ2B block -2%, PGK inhibitor -1%, JMJD2A Tudor -8%, Pin1 inhibitor 6%, GLS inh -10%, Pol eta inh -6%, HP1b chromo inh 18%, G9a block 5% and PI4K2A block 1.
`COc1ccccc1C(=O)NC(=O)COC(=O)c1nc(Cl)ccc1Cl` gave BAZ2B block -6%, PGK inhibitor 6%, JMJD2A Tudor -6%, Pin1 inhibitor 1%, GLS inh -3%, Pol eta inh 3%, HP1b chromo inh 18%, G9a block -5% and PI4K2A block 3.
Cc1cc(C)n(S(=O)(=O)c2ccc(C)c(C)c2C)n1 was read as BAZ2B block 13%, PGK inhibitor 0%, JMJD2A Tudor -9%[57.1 µM], Pin1 inhibitor 5%, GLS inh 0%, Pol eta inh -18%, HP1b chromo inh 55%[activator], G9a block 0% and PI4K2A block 2.
For COc1ccc(NC(c2ccccc2)c2ccncc2)cc1 (centres undefined) the results were BAZ2B block 71µM*, PGK inhibitor -4%, JMJD2A Tudor 45µM*, Pin1 inhibitor -5%, GLS inh -1%, Pol eta inh 7%, HP1b chromo inh 8%, G9a block 7.1µM* and PI4K2A block -4.
For COCCN(CCOC)c1cc(C)c(C#N)c2nc3ccccc3n12 the results were BAZ2B block 4%, PGK inhibitor inactive, JMJD2A Tudor 11%, Pin1 inhibitor 0%, GLS inh -13%, Pol eta inh -20%, HP1b chromo inh 29%, G9a block 19%[59 µM] and PI4K2A block -4.
For COC(=O)CSc1nc2sc3c(c2c(=O)n1-c1ccc(C)cc1)CC(C(C)C)OC3 (centres undefined) the results were BAZ2B block 2%, PGK inhibitor inactive, JMJD2A Tudor -13%, Pin1 inhibitor 7%, GLS inh -11%, Pol eta inh 2%, HP1b chromo inh 6%, G9a block -38%[59 µM] and PI4K2A block 4.

A portion of the library; the hit share may differ from the screen's.
